# Kir21 inh – inhibitors of mouse Kir2.1 inward-rectifier potassium channel | Inward rectifier potassium channel 2 (Mus musculus), P35561 | HEK293-Kir2.1, FluxOR thallium flux fluorescence; stronger effect = lower value | B-score at 10 µM | actives 0.85% (n = 310,000) | AID 1672, 2009;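 active = fluorescence ratio B-score at or below minus 3 SD of library scores, with starting-brightness B-score within 2 SD, cut at about -4.2 in these data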;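 note: channel flux triggered by added potassium and thallium sulfate stimulus; B-score of peak minus minimum fluorescence over baseline after thallium stimulus; more negative B-score means stronger Kir2.1 block with less thallium influx; some compounds called inactive have numbers as strong as hits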
# KCNQ2 block – KCNQ2 potassium channel inhibitors, primary screen, cell-based, CHO-K1, FluxOR thallium flux, B-score (AID 2156); 20 min; stronger effect = lower value; B-score at 10 µM; actives 1.1% (n = 310,000);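 active = fluorescence ratio B-score at most minus 3 library SDs, with starting brightness B-score within 2 library SDs, cut at about -5.5 in these data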
# Target sequence (O88943 whole entry, looked up): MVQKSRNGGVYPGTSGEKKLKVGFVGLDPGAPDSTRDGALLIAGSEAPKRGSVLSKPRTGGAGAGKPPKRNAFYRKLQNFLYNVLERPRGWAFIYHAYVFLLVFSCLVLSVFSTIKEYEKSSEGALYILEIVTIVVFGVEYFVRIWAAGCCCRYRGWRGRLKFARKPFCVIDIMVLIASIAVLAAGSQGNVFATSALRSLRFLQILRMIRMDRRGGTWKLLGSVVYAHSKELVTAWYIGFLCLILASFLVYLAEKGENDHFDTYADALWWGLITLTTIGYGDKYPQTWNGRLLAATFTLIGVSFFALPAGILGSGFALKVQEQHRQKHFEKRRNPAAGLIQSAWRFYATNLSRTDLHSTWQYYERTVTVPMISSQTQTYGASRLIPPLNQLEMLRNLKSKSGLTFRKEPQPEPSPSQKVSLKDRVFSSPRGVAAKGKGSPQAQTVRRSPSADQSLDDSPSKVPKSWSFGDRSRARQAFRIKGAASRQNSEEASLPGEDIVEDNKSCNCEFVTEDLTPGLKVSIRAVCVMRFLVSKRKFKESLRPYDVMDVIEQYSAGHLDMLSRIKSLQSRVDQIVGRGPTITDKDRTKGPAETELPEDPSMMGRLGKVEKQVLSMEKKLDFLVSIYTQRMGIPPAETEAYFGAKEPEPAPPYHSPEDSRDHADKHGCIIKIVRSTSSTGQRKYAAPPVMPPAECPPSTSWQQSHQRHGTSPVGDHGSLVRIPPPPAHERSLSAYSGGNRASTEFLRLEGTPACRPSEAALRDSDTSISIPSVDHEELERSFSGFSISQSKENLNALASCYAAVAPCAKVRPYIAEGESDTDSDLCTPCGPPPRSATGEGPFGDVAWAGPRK
# * = called active by the depositor; i = inactive.
SMILES,Kir21 inh,KCNQ2 block
Cc1ccc(Oc2ccc(-c3nc(N)nc(N)n3)cc2)cc1C,0.34,i
CS(=O)(=O)NCCCCCCNS(C)(=O)=O,0.78,i
Fc1ccccc1NC(=S)NCCc1cccc(Cl)c1,-0.28,i
NS(=O)(=O)c1cccc(NC(=O)COC(=O)Cc2ccc(S(=O)(=O)N3CCCCC3)s2)c1,0.01,i
NC1=NC[C@H](Cc2ccc(O)cc2)N1CCCCC1CCCCC1,-2.2,i
CCOC(=O)c1c(-c2ccc(C)o2)csc1NC(=S)NC(=O)N(C)C,-0.04,i
CCOc1ccc(CCNC(=O)c2ccc(CS(=O)Cc3cccc(Cl)c3)o2)cc1 (stereo not drawn),-1.7,i
CCOC(=O)CSc1nnc(-c2ccc(NS(=O)(=O)c3ccc(C)cc3)cc2)o1,0.87,i
O=C(NNc1ncc(C(F)(F)F)cc1Cl)c1ccc(Cl)c(Cl)c1,-0.09,i
COC(=O)c1[nH]c2ccc(F)cc2c1NS(=O)(=O)c1ccc(OC)cc1,-0.42,i
CC1(C)NC(=O)N(CNc2cc(Cl)ccc2Cl)C1=O,1.2,i
Cc1cc(N2CCN(C)CC2)nc2ccc(NC(=S)NCc3cccs3)cc12,-0.04,i
CCCn1c(SCC(=O)Nc2nnc(C(C)C)s2)nc2c1c(=O)n(C)c(=O)n2C,0.53,i
COC(=O)/C=C/c1ccc(OC(=O)OC)c(OC(=O)OC)c1,1.2,i
Cn1c(=O)oc2cc(C(=O)c3ccccc3)ccc21,-1.1,i
COc1cccc(CNc2ccc3[nH]c(=O)[nH]c3c2)c1OCc1ccc(F)cc1,-4.2,i
COC(=O)[C@H](c1ccccc1Cl)N1CCc2sccc2C1,-2.4,i
CCn1c(-c2ccccc2)c(C(=O)CCl)c2ccccc21,-1.2,i
CN(Cc1cccnc1)C(=O)CNC(=O)COc1ccccc1,0.15,i
O=C(Nn1cnnc1)C(c1ccccc1)c1ccccc1,-1,i
COc1ccc2oc(C(=O)OCC(=O)N3CCN(S(=O)(=O)c4ccccc4)CC3)c(C)c2c1,2.2,i
CCCC(=O)Nc1ccc(-c2csc(-c3cccnc3)n2)cc1,1.6,i
O=C(NCc1ccncc1)C1COc2ccccc2O1 (stereo not drawn),0.01,i
CCN(CC)S(=O)(=O)c1ccc(NC(=O)COC(=O)c2c[nH]c(=O)[nH]c2=O)cc1,2.1,i
COc1ccc(CCn2c(=N)c(C(=O)NC3CCCC3)cc3c(=O)n4ccccc4nc32)cc1,-2.3,i

# 15 entries from above, arranged by count of non-hydrogen atoms, lowest first.
SMILES,Kir21 inh,KCNQ2 block
CS(=O)(=O)NCCCCCCNS(C)(=O)=O,0.78,i
CC1(C)NC(=O)N(CNc2cc(Cl)ccc2Cl)C1=O,1.2,i
O=C(NCc1ccncc1)C1COc2ccccc2O1 (stereo not drawn),0.01,i
COC(=O)[C@H](c1ccccc1Cl)N1CCc2sccc2C1,-2.4,i
COC(=O)/C=C/c1ccc(OC(=O)OC)c(OC(=O)OC)c1,1.2,i
CN(Cc1cccnc1)C(=O)CNC(=O)COc1ccccc1,0.15,i
NC1=NC[C@H](Cc2ccc(O)cc2)N1CCCCC1CCCCC1,-2.2,i
CCOC(=O)c1c(-c2ccc(C)o2)csc1NC(=S)NC(=O)N(C)C,-0.04,i
COC(=O)c1[nH]c2ccc(F)cc2c1NS(=O)(=O)c1ccc(OC)cc1,-0.42,i
Cc1cc(N2CCN(C)CC2)nc2ccc(NC(=S)NCc3cccs3)cc12,-0.04,i
CCN(CC)S(=O)(=O)c1ccc(NC(=O)COC(=O)c2c[nH]c(=O)[nH]c2=O)cc1,2.1,i
CCOc1ccc(CCNC(=O)c2ccc(CS(=O)Cc3cccc(Cl)c3)o2)cc1 (stereo not drawn),-1.7,i
NS(=O)(=O)c1cccc(NC(=O)COC(=O)Cc2ccc(S(=O)(=O)N3CCCCC3)s2)c1,0.01,i
COc1ccc2oc(C(=O)OCC(=O)N3CCN(S(=O)(=O)c4ccccc4)CC3)c(C)c2c1,2.2,i
COc1ccc(CCn2c(=N)c(C(=O)NC3CCCC3)cc3c(=O)n4ccccc4nc32)cc1,-2.3,i

# Other results:
SMILES,Kir21 inh,KCNQ2 block
Cc1[nH]c2ccccc2c1/C=N/NC(=O)c1cccs1,0.41,i
Cc1cccc2cc(C(c3nnnn3C(C)(C)C)N3CCN(C(=O)c4ccco4)CC3)c(=O)[nH]c12 (stereo not drawn),0.02,i
C=CC#CC[N+]1(CC#Cc2ccccc2)CCOCC1,-0.05,i
COc1ccc(NC(=O)Nc2cc(NC(=O)Nc3ccc(OC)cc3)c(C)nc2C)cc1,-1.1,i
CC(C)c1ccc(C2c3[nH]c4ccccc4c3C[C@H]3C(=O)N(c4ccccc4C(=O)N4CCC[C@H]4C(=O)O)C(=O)N23)cc1 (stereo partly drawn),0.01,i
O=C(O)CCC(=O)Nc1ccc(N2CCOCC2)cc1,-0.43,i
CCN(CCO)c1cc(Cl)nc(SC)n1,0.22,i
O=C(Nc1ccc2c(c1)OCCO2)c1cccs1,-0.33,i
CCOc1ccc(NC(=O)CN(C)C(=O)CN2C(=O)NC3(CCCC3)C2=O)cc1OCC,0.65,i
Cc1nc2c(N=Nc3ccccc3F)c(N)nn2c(N)c1C#N,-0.04,i
O=C(Nc1ccc2c(c1)oc1ccccc12)c1ccc(Br)o1,-0.11,i
COc1cccc(/C=C/C(=O)OCC(=O)Nc2cc(C(F)(F)F)ccc2Cl)c1,0.07,i
CCNC(=O)COc1ccc(/C=N/NC(=O)c2cccnc2)cc1OC,0.47,i
Cc1ccc2[nH]c(=O)c(-c3noc(CC(C)C)n3)cc2c1,-0.69,i
Cc1ccc(NC(=O)c2ccc(N/N=C/c3cccc(O)c3)c([N+](=O)[O-])c2)cc1,-0.2,i
Cc1ccc2c(c1)N(CC(=O)N1CCCC1)C(=O)C(C)O2 (stereo not drawn),-0.95,i
CCCN1CCN(C(=O)CCc2nnc3ccc(N4CCN(c5cccc(OC)c5)CC4)nn23)CC1,0.21,i
O=C(N/C(=C/c1ccc(Br)cc1)C(=O)N1CCOCC1)c1ccco1,-0.66,i
CCOC(=O)c1cccc(N2C(N)=NC(N)=NC2(C)C)c1,0.96,i
CCCc1nnc(NC(=O)CCC(=O)N2CCC(C)CC2)s1,0.75,i
CNC(=S)N1N=C(c2ccc(OC)cc2)CC1c1ccc(Cl)cc1Cl (stereo not drawn),-0.86,i
Cc1ccccc1OCC(=O)OCC(=O)NCCNC(=O)COC(=O)COc1ccccc1C,-0.68,i
CSc1nnc(C)c(=O)n1COC(=O)COc1ccccc1,-0.15,i
CC1CCCC(NC(=S)Nc2cccc(S(=O)(=O)N(C)C)c2)C1C (stereo not drawn),0.62,i
Cc1cccc(C(=O)N[C@H](C(=O)NCCc2ccc(Cl)cc2)C(C)C)c1,-1.1,i
# The list goes on.
SMILES,Kir21 inh,KCNQ2 block
CCN1CCN(CCNC(=O)c2ccc(/C=C3\Sc4ccccc4N(Cc4ccccc4F)C3=O)cc2)CC1,-4.7*,i
CCNC(=O)C1(c2ccccc2)CCCC1,-1.1,i
O=C1NC(=Nc2ccccc2Cl)S/C1=C\c1cccc([N+](=O)[O-])c1,0.81,i
Cc1cc(C)n2nc(C(=O)Nc3ccn(Cc4ccccc4C)n3)cc2n1,-0.16,i
CC(C)(C)C1CCc2c(sc(NC(=O)c3ccncc3)c2C(N)=O)C1 (stereo not drawn),-0.65,i
COc1cccc(C(=O)N2N=C(c3ccccn3)CC2(O)C(F)(F)F)c1 (stereo not drawn),0.06,i
O=C(Nc1ccccc1F)C1C2C=CC3(O2)C1C(=O)N(c1cccnc1)C3C(=O)NC1CCCCC1 (stereo not drawn),-0.14,i
CCCCn1c(N)c(N(CC(C)C)C(=O)c2cnc(C)cn2)c(=O)[nH]c1=O,-0.04,i
CCc1ccccc1NC(=O)c1ccoc1C,-1.6,i
CCCC(=O)N1CCN(c2ccc(NC(=O)c3cc4ccccc4o3)cc2)CC1,-1.4,i
O=C(Nc1ccccc1)N1CCC(c2ccccc2)C1 (stereo not drawn),0.72,i
COc1cccc(C(=O)NCCN2C(=O)S/C(=C/c3cccs3)C2=O)c1OC,0.03,i
O=C(NC1CCS(=O)(=O)C1)c1cn(-c2ccccc2)nc1-c1ccccc1 (stereo not drawn),-1.6,i
COC(=O)CC1Oc2ccccc2N(Cc2ccc(C)cc2)C1=O (stereo not drawn),-1.4,i
Cc1c(C(=O)O)nn(-c2ccccc2)c(=O)c1C#N,-0.65,i
COC(=O)C1=NNC2(C)C(=O)N(c3ccc(C)cc3)C(=O)C12 (stereo not drawn),-0.02,i
COc1ccccc1NC(=O)Cn1c(CCC(=O)O)ccc1-c1ccc(C)cc1,-1.1,i
Cn1ccnc1SC(C(=O)O)c1ccccc1 (stereo not drawn),0.67,i
O=C(Nc1nc(-c2ccc3c(c2)Cc2ccccc2-3)cs1)c1ccccc1,1.6,i
OCCC1CN(Cc2cccc(F)c2F)CCN1CCc1ccccc1 (stereo not drawn),-0.16,i
CCC(C)[C@H]1CNC(=S)N1CCc1cc(C(F)(F)F)cc(C(F)(F)F)c1 (stereo partly drawn),-0.4,i
CCOC(=O)C(NC(=O)Nc1ccccc1)(OCC)C(F)(F)F (stereo not drawn),-0.08,i
CC(C)n1c2ccccc2c2nnc(SCC(=O)Nc3ccccc3C(=O)O)nc21,1.3,i
N/C(=N\OC(=O)c1ccc(Cl)cc1)c1nonc1N,1.8,i
COc1cccc(NC(=S)N(CCCN2CCN(C)CC2)Cc2ccco2)c1,-0.24,i
# New compounds follow:
SMILES,Kir21 inh,KCNQ2 block
Cc1nc(N2CCN(Cc3ccccc3)CC2)nc2c1C(=O)CC(C)C2 (stereo not drawn),-7.1*,i
Cc1c(N2C(=O)CSC2c2ccc(F)cc2)c(=O)n(-c2ccccc2)n1C (stereo not drawn),2.4,i
CCC(=O)N1CCc2cc(S(=O)(=O)N3CCCC3)ccc21,1.1,i
Cc1ccc(-n2ncc(C(=O)NC3CC3)c2C2CCN(C(=O)OC(C)(C)C)CC2)cc1,1.1,i
Cn1c(=O)c2c(=O)cc(NNC(=O)CC#N)[nH]c2n(C)c1=O,0.32,i
O=C(NC(N1CCCCCC1)C(Cl)(Cl)Cl)c1ccccc1Cl (stereo not drawn),-0.11,i
CC(C)(C)c1ccc(OCCCC(=O)N2CCOCC2)cc1,-0.24,i
CCOC(=O)/C=C1\SCC(=O)N1CC(=O)Nc1ccc(C(C)C)cc1,1.7,i
COc1ccc(CCN(C(=O)c2cccc(F)c2)C2CC(=O)N(c3ccccc3)C2=O)cc1 (stereo not drawn),-0.61,i
COc1ccccc1NC(=O)NC1(C(=O)N2CCN(C)CC2)CCCCC1,-0.49,i
Cc1ccc(Cl)cc1N1CCN(S(=O)(=O)c2c(C(=O)N3CCOCC3)c(C)n(C)c2C)CC1,0.52,i
O=C(CN1CCN(Cc2ccc(Cl)cc2)CC1)N/N=C/c1ccccc1F,-0.84,i
Cc1ccc(S(=O)(=O)CCC(=O)Nc2ccccc2Cl)cc1,-0.35,i
Cc1ccccc1OCC(=O)NCC(=O)OCC(=O)c1ccc2ccccc2c1,2.8,-6*
CCC(C)NC(=O)CN(c1cc(C)ccc1OC)S(C)(=O)=O (stereo not drawn),0.64,i
Cn1ncc(Cl)c1C(=O)N/N=C/c1ccccn1,0.06,i
CCOC(=O)CS(=O)(=O)c1ccc2ccccc2c1,1.4,i
CCOC(=O)c1[nH]c(C)c(C(=O)OCc2ccccc2F)c1C,0.38,i
C=CCn1cc(C(=O)N2CCN(C)CC2)c(=O)c2cc(S(=O)(=O)N3CCCC3)ccc21,3.5,i
CCOC(=O)CSC1=C(C#N)C(c2ccccc2C)C2=C(CCCC2=O)N1 (stereo not drawn),-1.2,i
CC(C)c1ccccc1NC(=S)NC(C)c1ccccc1 (stereo not drawn),-3.6,i
COc1ccc(NC(=O)/C(C#N)=C\c2ccc(N3CCOCC3)o2)cc1,-4.8,i
Cc1cc(C)cc(N(C(=O)c2sc(C)nc2C)C(C(=O)NC(C)(C)C)c2ccncc2)c1 (stereo not drawn),1.4,i
CCCn1c(SCC(=O)NC2CC2)nnc1-c1ccccn1,-0.72,i
Cc1cc(C(=O)Nc2ccc3c(c2)CCC3)ccc1[N+](=O)[O-],-1.4,i
# (cont.)
SMILES,Kir21 inh,KCNQ2 block
O=C(CC1C(=O)NCCN1Cc1ccc(Cl)c(F)c1)NC1CCCCC1 (stereo not drawn),0.07,i
Cc1cccc(NC(=O)CSc2nnc(C3CC3)n2CC2CCCO2)c1C (stereo not drawn),1.8,i
O=C(NC(=S)Nc1ccc(CN2CCOCC2)cc1)c1ccccc1[N+](=O)[O-],0.02,i
CC(=Nc1cccc(C)c1)c1sc2ccccc2c1O,-1.2,i
CCCCNc1cc(C)nc(NCc2ccccc2)n1,-12*,i
Cc1ccc(NS(=O)(=O)c2cccc(C(=O)n3ncc(C#N)c3N)c2)c(C)c1,0.48,i
N#CCCn1cc(/C=C(\C#N)c2nc3ccccc3s2)c(-c2ccc(F)cc2)n1,-0.97,i
O=C(Nc1ccnn1C1CCN(C(=O)c2ccc(C(F)(F)F)cc2)CC1)C1CC1,-0.43,i
CCN1CCCC1CNC(=O)c1cc2c(-c3cccc(OC)c3)nn(C)c2s1 (stereo not drawn),-0.46,i
CCCC1Cc2c(sc(N)c2C#N)CO1 (stereo not drawn),0.12,i
CC(C)CC(=O)Nc1c2c(nn1-c1ccc([N+](=O)[O-])cc1)CS(=O)(=O)C2,0.68,i
COc1ccccc1OCCCCCNCCO,0.62,i
O=C(COC(=O)c1cccc([N+](=O)[O-])c1)c1ccc(OCc2ccccc2)cc1,0.41,i
CC(C)C1N=C(c2ccc3c(c2)OCO3)CC(c2ccccc2O)N1 (stereo not drawn),-1.1,i
O=C(NCC1CCCO1)C(c1ccccn1)N(Cc1ccccc1Cl)C(=O)CN1C(=O)c2ccccc2S1(=O)=O (stereo not drawn),2.3,i
Cn1c(N/N=C2\CCCc3ccccc32)nc2c1c(=O)n(Cc1ccccc1)c(=O)n2C,1.1,i
